FLuc counter: firefly luciferase modulation, counter-screen for miR-21 project | P08659 | purified FLuc, Km substrates, luminescence inhibition | Potency, µM (highest dose often 57.5 µM), without a hit: at the top dose activity change, negative = inhibition, usual class: inhibitors | 360,000 compounds, 6.9% hits | AID 588342;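 note: plate controls were vehicle for no effect and reference inhibitor for full effect; nearly all actives have a fitted effect of over 55% in size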
Target sequence (P08659 whole entry, looked up): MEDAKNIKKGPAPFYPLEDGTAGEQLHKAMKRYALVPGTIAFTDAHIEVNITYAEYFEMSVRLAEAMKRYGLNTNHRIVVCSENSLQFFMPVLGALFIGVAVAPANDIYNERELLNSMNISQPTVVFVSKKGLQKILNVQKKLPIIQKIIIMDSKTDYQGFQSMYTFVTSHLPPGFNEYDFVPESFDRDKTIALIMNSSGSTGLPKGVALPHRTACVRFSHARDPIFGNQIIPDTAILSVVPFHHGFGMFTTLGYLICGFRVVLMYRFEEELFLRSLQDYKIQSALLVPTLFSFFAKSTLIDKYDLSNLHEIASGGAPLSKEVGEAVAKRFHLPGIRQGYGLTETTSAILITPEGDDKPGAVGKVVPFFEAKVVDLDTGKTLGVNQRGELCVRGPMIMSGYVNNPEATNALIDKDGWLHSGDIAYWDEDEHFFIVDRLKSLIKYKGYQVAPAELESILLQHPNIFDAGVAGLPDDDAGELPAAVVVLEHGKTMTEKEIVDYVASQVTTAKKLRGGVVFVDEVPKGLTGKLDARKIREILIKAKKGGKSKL
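Purified P. pyralis luciferase (10nM final) with 10uM D-luciferin and 10uM ATP (Km levels) in 50mM Tris acetate pH 7.5, 10mM Mg acetate, 0.01% Tween-20, 0.05% BSA; qHTS 6-point titration, ~60 µM downward; luminescence read.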
Rab9 prom act: Rab9 promoter activation | AID 485297 | Huh7 Rab9 promoter-luciferase reporter, luminescence, 24 h | 320,000 compounds, 2.8% hits | Potency, µM (highest dose often 9.22 µM), for inactives: top-dose activation, negative = inhibition, hits mostly activators; note: % of control where 0% means no effect; nearly all actives have a fitted effect of over 60% in size
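Cells were plated at 1500 per well in reduced-serum medium with 10% FBS and left 2 h. Compound in DMSO was then added for 24 h at 37 °C. Reporter signal was read by luminescence after 10 min with luciferase detection reagent.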
BRCA1 expr up: activators of BRCA1 expression; 380,000 compounds, 1.1% hits; MCF7-BRCA1-FFLuc reporter, luminescence, 48 h; response scale: scaled: vehicle 0%, 10 µM genistein 100%; Potency, µM (doses to about 46.1 µM), inactives show top-dose activation, usual class: activators; note: nearly all actives have a fitted effect of over 80% in size; some results filed as inactive show a strong effect at the top dose
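First, MCF7-BRCA1-FFLuc cells (2000/well) attach for 2 h; next, compounds are pin-added and incubated 48 h at 37 °C; finally, luciferase reagent is added and luminescence read after 15 min.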
MBNL1 CUG block: blocks human MBNL1 binding to CUG repeat RNA; Potency, µM (titrated, usually from 57.5 µM), for inactives: at the highest dose activity change, negative = inhibition, hits mostly inhibitors; 280,000 compounds, 0.036% hits; Q9NR56; TR-FRET MBNL1-His/biotin-(CUG)12 binding, 665/545 ratio; active = well fitted inhibition curve with a large enough effect in the signal ratio, with a control signal flat, not every such curve was filed as active; inconclusive = small, poorly fitted or top-dose-only effect, or effect the other way, or a change in a side signal; inactive = no such curve, though single readings can be large or run the other way; the % refers to the signal ratio; note: % is set by controls: 0 for no effect and ±100 for the full control effect
Target sequence (Q9NR56 whole entry, looked up): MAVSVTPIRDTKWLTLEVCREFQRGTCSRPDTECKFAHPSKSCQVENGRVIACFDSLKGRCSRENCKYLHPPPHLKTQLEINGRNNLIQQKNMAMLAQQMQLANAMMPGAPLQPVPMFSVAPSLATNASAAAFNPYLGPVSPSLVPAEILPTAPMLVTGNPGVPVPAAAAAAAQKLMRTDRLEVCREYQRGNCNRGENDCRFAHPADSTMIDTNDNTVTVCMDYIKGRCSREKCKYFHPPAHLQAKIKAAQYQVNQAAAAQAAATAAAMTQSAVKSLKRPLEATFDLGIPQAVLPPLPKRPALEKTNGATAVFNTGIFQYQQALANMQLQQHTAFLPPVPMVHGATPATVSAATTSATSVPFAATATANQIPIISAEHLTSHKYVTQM
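Ratiometric TR-FRET (665 over 545 nm, excitation 340 nm) tracks disruption of MBNL1-His/biotin-(CUG)12 complex after 60 min at room temperature, with compounds at 92 nM to 58 uM final.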
RORg inh: ROR gamma (mouse) transcription inhibition. P51450. Drosophila S2 Gal4-RORgamma UAS-luciferase reporter, 20 h. Potency, µM (titrated, usually from 53.6 µM), for the others: at the top dose activity change, negative = inhibition, most hits filed as inhibitors. 310,000 compounds, 5.4% hits; note: % is set by controls: 0 for no effect and ±100 for the full control effect; nearly all actives have a fitted effect of over 60% in size
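Drosophila S2 cells stably expressing Gal4-DBD/mouse RORγ fusion under metallothionein promoter plus UAS-luciferase; compound 1 h, then 700 uM CuSO4 induction for 20 h at ambient temperature; inhibition read as reduced luminescence.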
ELG1 genotox: induces genotoxicity in HEK293T cells with luciferase-tagged ELG1; 330,000 compounds, 1.3% hits; HEK293T ELG1-luciferase reporter, luminescence, 16 h; Potency, µM (top dose mostly 46 µM), for inactives: at the top dose activity change, positive = activation, most hits filed as activators; note: % of control where 0% means no effect; nearly all actives have a fitted effect of over 60% in size
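16 hr compound incubation (37 °C, 5% CO2) of HEK293T cells carrying luciferase-tagged ELG1; luciferase then measured by ONE-Glo luminescence after 30 min at RT.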
NPC1 promoter act: activates the NPC1 promoter; Huh7 NPC1 promoter luciferase reporter, 24 h; Potency, µM (titrated, usually from 9.22 µM), inactives show at the top dose activation, actives largely listed as activators; 320,000 compounds, 2.4% hits;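 note: % of control where 0% means no effect; nearly all actives have a fitted effect of over 60% in size; reporter is driven by a mutant NPC1 promoter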
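Huh7 cells stably carrying NPC1 promoter–luciferase, plated in Opti-MEM with 10% FBS for 2 h, were exposed to compound in DMSO for 24 h at 37 °C; luciferase reagent was added for 10 min and luminescence read.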
VP16 counter: counter-screen for ROR gamma inhibitors: Gal4-VP16 reporter; Potency, µM (top dose mostly 53.6 µM), without a hit: at the top dose activity, negative = inhibition, usual class: inhibitors; 310,000 compounds, 3.5% hits; AID 2546; Drosophila S2 Gal4-VP16 UAS-luciferase, luminescence, 20 h;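 note: Gal4-VP16 expression switched on by copper sulfate through the metallothionein promoter; % is set by controls: 0 for no effect and ±100 for the full control effect; nearly all actives have a fitted effect of over 50% in size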
uPA surface inh: inhibitors of cell surface uPA generation; cell surface uPA generation assay, qHTS; 330,000 compounds, 0.31% hits; Potency, µM (highest dose often 38.3 µM), for the others: top-dose activity change, negative = inhibition, hits mostly inhibitors; active = well fitted inhibition curve with a large enough effect; inconclusive = small, poorly fitted or top-dose-only effect; inactive = no such curve, though single readings can be large or run the other way; tested in mouse RAW 264.7 cells; note: % is set by controls: 0 for no effect and ±100 for the full control effect; nearly all actives have a fitted effect of over 55% in size
p53 reactivator: mutant p53 re-activation in reporter cells | H1299 p53-A138V BP100-luciferase reporter, luminescence, 24 h | AID 504706 | 320,000 compounds, 0.063% hits | Potency, µM (highest dose often 92.2 µM), for inactives: at the highest dose activity change, positive = activation, usual class: activators; note: % of control where 0% means no effect; nearly all actives have a fitted effect of over 45% in size
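p53-null H1299 cells stably carrying temperature-sensitive p53-A138V and a BP100-luciferase reporter were pinned with compounds (4-point, 1:5 series) and held 24 hrs at 37 deg C. Luminescence was read 10 min after detection reagent.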
Active calls of the source: *; ? = inconclusive; / = not tested or not shown; [ ] = another dose, or the depositor's remark. Unless noted, calls come from the whole dose curve; as a rule, active = well fitted curve in the direction sought with a large enough effect; inconclusive = small, poorly fitted or top-dose-only effect, or another doubt; inactive = no such curve, though single readings can be large; an effect the other way counts as inactive or inconclusive. Potency is the fitted concentration of half-maximal effect.

SMILES	FLuc counter	Rab9 prom act	BRCA1 expr up	MBNL1 CUG block	RORg inh	ELG1 genotox	NPC1 promoter act	VP16 counter	uPA surface inh	p53 reactivator
CC1=C(C(=O)OC(C)(C)C)C(c2cccs2)NC(=O)N1 (stereo not given)	-0.7%	-3.2%	-9.7%	/	19.4%	0.2%	2.0%	-16.0%	0.8%	-8.9%
Cc1ccc2c(c1)c1c(n2CCc2ccc(C)nc2)CCN(C)C1	4.9%	-1.1%	-3.7%	/	/	-1.3%	-2.8%	/	-2.7%	?
O=C(N/N=C/c1ccco1)c1cc([N+](=O)[O-])cc([N+](=O)[O-])c1	1.3%	2.3%	5.7%	/	5.62µM*	0.0%	-1.8%	10µM*	2.5%	-2.3%
Cc1cc(S(=O)(=O)NCc2ccncc2)c(C)cc1Br	0.7%	-26.3%	-45.2%	0.0%	-24.9%	-2.8%	-34.7%[inhibitor]	10µM*	?	6.5%
O=C(Nc1ccc([N+](=O)[O-])cc1)c1ccc(Cn2cc([N+](=O)[O-])cn2)cc1	0.0%	-10.1%	-20.7%	20.5%	37.6%	-7.2%	-3.6%	7.6%[10 µM]	?	15.1%
O=S(=O)(c1cccc(-c2nc3ccccc3s2)c1)N1CCOCC1	?	0.1%	4.3%	-0.9%	18.1%	2.3%	5.5%	?	/	1.6%
COc1ccc(-c2cc(=O)oc3cc(OC(C)C(=O)NCCCn4ccnc4)ccc23)cc1 (stereo not given)	3.2%	0.1%	-13.4%	?	7.4%	-3.1%	-1.1%	-9.5%	-0.6%	/
CCOc1ccc(Cl)cc1/C=N/O	-1.2%	0.6%	4.5%	-6.3%	-4.7%	-0.3%	-1.9%	0.6%	0.0%	3.0%
CC1CCCCN1CC(=O)Nc1sc2c(c1C#N)CCC2 (stereo not given)	1.5%	6.5%	-24.7%	-0.4%	5.1%	0.7%	-0.4%	-11.1%	8.0%	6.8%
Cc1cc(NS(=O)(=O)c2ccc(NC(=O)c3cnc4sccn4c3=O)cc2)nc(C)n1	-11.3%	5.5%	16.2%	0.2%	1.3%	-0.2%	-3.2%	-9.8%	4.2%	6.5%
CC1CN(CCC(=O)Nc2ccccc2F)CC(C)O1 (stereo not given)	0.4%	-1.7%	-3.5%	-0.4%	23.7%	-6.2%	-3.2%	-1.2%	-7.8%	/
CN(C)CCNS(=O)(=O)c1ccc(Cl)cc1	3.2%	1.2%	-21.5%	-1.7%	-12.6%	-2.0%	-3.4%	-15.8%	-5.0%	-2.2%
O=C(CN1C(=O)C2CC=CCC2C1=O)NCc1cccs1 (stereo not given)	-2.8%	2.5%	9.5%	-4.9%	38.1%	-0.8%	-3.2%	2.9%	6.7%	-8.6%
COCCN1CCN(C(=O)c2cc(COc3ccc(Cl)cc3OC)on2)CC1	10.7µM*	3.16µM*	?	-7.3%	14.7%	20.6µM*	?	?	0.3%	20.9%
COc1ccccc1N1CCN(S(=O)(=O)CCNC(=O)Cc2ccc(F)cc2)CC1	1.2%	3.3%	-60.4%	/	/	-11.6%	-3.2%	/	7.08µM*	-4.3%
COc1cc2cc(CCCOC(=O)c3ccc(Br)cc3)oc(=O)c2cc1OC	-0.8%	0.2%	6.4%	/	/	-0.1%	-1.5%	/	-4.0%	4.1%
c1ccc2c(c1)Cn1c-2nc2ccccc21	6.01µM*	1.12µM*	?	1.7%	?	?	1.41µM*	?	-8.2%	?
CC1CCCN(C(=O)CCCC(=O)N2CCCC(C)C2)C1 (stereo not given)	-0.4%	0.3%	5.1%	-6.7%	2.4%	-8.7%	-5.3%	-8.5%	-1.5%	-3.4%
NC(=O)c1nsc(C(=O)N(Cc2ccco2)C(C(=O)NCC2CCCO2)c2ccc(F)cc2)c1N (stereo not given)	-0.5%	1.4%	-21.4%	3.1%	7.8%	-1.0%	0.7%	23.6%	-0.1%	-2.0%
O=S(=O)(NCCCc1ccccc1)c1cccc2nsnc12	3.1%	-6.2%	-11.4%	?	38.0%	-0.2%	-1.7%	-3.6%	-3.1%	-6.0%
CC1(C)C(=O)OC(c2c3ccccc3cc3ccccc23)C(C)(C)C1=O (stereo not given)	3.5%	-1.2%	0.0%	10.2%	?	-8.8%	-0.4%	0.1%	1.5%	-8.7%
COc1cccc(-n2c(=O)[nH]cc(C(=O)Nc3ccc4c(c3)OCCO4)c2=O)c1	?	0.0%	-28.3%	3.9%	?	11.1%	-5.4%	-6.2%	2.4%	6.7%
O=C(O)Cn1c(P(=O)(O)c2ccccc2)nc2ccccc21	-1.1%	3.2%	-3.2%	2.9%	-0.1%	4.2%	0.1%	-5.3%	3.9%	-2.4%
COc1cc(OC)c(NC2=CC(=O)C(=O)c3ccccc32)cc1Cl	?	1.3%	-88.0%[inhibitor]	?	?	-10.6%	-10.1%	?	?	4.6%

An excerpt from above with just FLuc counter.
compound	FLuc counter
O=S(=O)(c1cccc(-c2nc3ccccc3s2)c1)N1CCOCC1	?
CN(C)CCNS(=O)(=O)c1ccc(Cl)cc1	3.2%
NC(=O)c1nsc(C(=O)N(Cc2ccco2)C(C(=O)NCC2CCCO2)c2ccc(F)cc2)c1N (stereo not given)	-0.5%

Other entries.
SMILES	FLuc counter	Rab9 prom act	BRCA1 expr up	MBNL1 CUG block	RORg inh	ELG1 genotox	NPC1 promoter act	VP16 counter	uPA surface inh	p53 reactivator
COc1ccc(S(=O)(=O)N2CCC(C(=O)N3CCCCC3)CC2)cc1OC	1.1%	-1.6%	-8.0%	-2.4%	-6.8%	-4.5%	0.9%	0.7%	-7.1%	15.6%
CN=c1scc(C)n1/N=C/c1ccc2c(c1)OCO2	1.35µM*	0.355µM*	-20.3%	11.4%	?	0.651µM*	0.708µM*	?	-9.9%	?
CCc1noc(C)c1C(=O)N1CC(C)OC(C)C1 (stereo not given)	2.0%	4.9%	11.3%	-7.8%	-16.6%	1.8%	-1.6%	-16.0%	-0.6%	-22.8%
CC(C)CCC1(C)NC(=O)N(CC(=O)Nc2ccc3c(c2)OCCO3)C1=O (stereo not given)	/	/	8.4%	/	/	-0.5%	/	/	-5.9%	-9.1%
O=C(CCC(=O)N(CC(=O)NC1CCCCC1)Cc1cccs1)Nc1nccs1	-0.8%	-0.7%	-0.2%	1.9%	0.0%	-5.2%	-1.5%	2.8%	16.3%	3.7%
CN(C)C(=O)NC(Nc1ccc(Cl)cc1Cl)C(Cl)(Cl)Cl (stereo not given)	2.8%	-5.6%	-7.0%	-2.4%	-13.1%	-3.8%	-2.6%	-0.9%	-21.2%	3.3%
CCOC(=O)N1CCC(NC(=O)CSCc2cnn(-c3ccccc3)c2-n2cccc2)CC1	-1.8%	0.2%	-21.8%	-13.2%	23.1%	1.4%	1.0%	-3.4%	10.4%	-1.0%
O=C(NCc1ccc(F)cc1F)c1cc(COc2c(F)cccc2F)on1	-2.6%	-1.3%	-9.9%	-8.9%	12.7%	0.7%	-4.4%	0.9%	2.2%	-3.8%
Cc1ccc(OCCN2C(=O)C(=O)c3cc(C)ccc32)cc1	15.1µM*	-12.1%	2.3%	?	40.1%	?	-11.0%	-6.7%	?	18.8%
COc1ccc2nc(SC(C)C(=O)NCC(=O)Nc3ccc(F)c(F)c3F)[nH]c2c1 (stereo not given)	?	3.1%	31.8%	/	/	-0.4%	0.6%	/	1.4%	15.1%
CC(NCc1cccs1)c1ccccc1 (stereo not given)	-1.8%	0.4%	18.1%	6.4%	10.7%	0.0%	2.5%	-0.9%	8.3%	-2.8%
O=C(OCC(=O)N1CCCC1)c1ccc(O)cc1	-2.7%	?	0.0%	-3.7%	4.9%	4.0%	-0.3%	7.5%	5.2%	19.5%
O=C(O)CCC(=O)NNC(=O)c1ccc([N+](=O)[O-])cc1	-2.1%	-4.0%	5.3%	?	-12.3%	-0.2%	0.2%	-1.2%	-2.0%	-2.7%
Cc1nnc(SCC(=O)NC2CCCc3ccccc32)n1-c1ccccc1 (stereo not given)	1.1%	-3.2%	4.0%	-3.3%	3.1%	-1.1%	-1.4%	5.7%	0.4%	-2.1%
CCCn1c(SCC(=O)N2CCN(C(C)=O)CC2)nc2sc3c(c2c1=O)CCC3	5.5%	-0.3%	-10.1%	54.0%[activator]	/	3.7%	-3.3%	/	7.4%	/
Cn1c(COc2ccccc2Br)nc2ccccc21	6.75µM*	?	6.31µM*	-1.8%	12.6µM*	10.3µM*	2.51µM*	?	?	-0.5%
CCOC(=O)c1c(C)[nH]c(C(=O)COC(=O)C2(C)CC2(Cl)Cl)c1C (stereo not given)	13.5µM*	3.16µM*	66.1%	35.0%[activator]	6.4%	?	?	-14.4%	/	4.2%
O=C(c1ccccc1CCc1ccccc1)N1CCOCC1	0.7%	-1.6%	1.0%	3.7%	?	6.1%	7.6%	-2.1%[0.365 µM]	-3.1%	-2.3%

No enrichment for hits. Share with any hit: about 13%.
